KLK7 zymogen act = activates the human kallikrein-7 zymogen | activation, % at 7 µM | purified proKLK7, EDANS-DABCYL substrate fluorescence; 100% is mature enzyme control, 0% vehicle | P49862 | 370,000 compounds, 0.9% hits;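 active means activation above the mean of all tested compounds plus 3 SD, computed per campaign excluding outliers beyond control limits, cut at about 13% in these data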
sPLA2-III inh = Inhibits HGIII-sPLA2 liposome hydrolysis, primary screen; Q9NZ20; QFRET BODIPY PC-A2 liposome hydrolysis, fluorescence; inhibition, % at 12.2 µM; 370,000 compounds, 0.56% hits;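 active means inhibition above mean plus 3 SD of compounds lying within the high and low control bounds, cut at about 19% in these data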;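 further: 0% = median of test compound wells and 100% = no enzyme DMSO wells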
DAX1 inh-1 = DAX1 (NR0B1) inhibition, primary screen; inhibition, % at 6.8 µM; 370,000 compounds, 1.1% hits; AID 652010; HEK293T StAR-luciferase reporter, SF-1/DAX-1 repression relief;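 active means inhibition above the mean over all tested compounds plus 3 SD, cut at about 3.6% in these data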;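 further: 0% = DAX-1 cells with DMSO and 100% = cells lacking DAX-1 with DMSO; higher inhibition means more luminescence from relief of DAX-1 repression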
SMARCA2 act = SMARCA2 function activation, primary screen; AID 652017; MG213 cells, MMTV-luciferase reporter, dexamethasone, overnight; activation, % at 9.1 µM; 370,000 compounds, 1% hits; in the data active means activation above about 7.8%;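 further: 0% = vehicle wells and 100% = reference activator wells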
hcDAF12 agonist = activators of H. contortus DAF-12 nuclear receptor. 370,000 compounds, 1.4% hits. HEK293 hcDAF-12 lit1-tk-luc reporter, luminescence; 0% DMSO, 100% Δ7-dafachronic acid. AID 652067. activation, % at 6.8 µM;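 active means activation above the mean of all tested compounds plus 3 SD, cut at about 5.5% in these data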;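 further: 100% = response to 3 µM Δ7-dafachronic acid high control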
NPR2 activator = GC-B (human) receptor activation; AID 1920062; HEK293-GC-B cells, CNP EC30, cGMP TR-FRET; 0% at EC30 CNP, 100% saturating CNP; 370,000 compounds, 0.11% hits; P20594; activation, % at 10 µM;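 active means activation at 10 µM reaching about 35% in either raw or pattern-adjusted values, limit read from the data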
Target sequence (P20594 whole entry, looked up): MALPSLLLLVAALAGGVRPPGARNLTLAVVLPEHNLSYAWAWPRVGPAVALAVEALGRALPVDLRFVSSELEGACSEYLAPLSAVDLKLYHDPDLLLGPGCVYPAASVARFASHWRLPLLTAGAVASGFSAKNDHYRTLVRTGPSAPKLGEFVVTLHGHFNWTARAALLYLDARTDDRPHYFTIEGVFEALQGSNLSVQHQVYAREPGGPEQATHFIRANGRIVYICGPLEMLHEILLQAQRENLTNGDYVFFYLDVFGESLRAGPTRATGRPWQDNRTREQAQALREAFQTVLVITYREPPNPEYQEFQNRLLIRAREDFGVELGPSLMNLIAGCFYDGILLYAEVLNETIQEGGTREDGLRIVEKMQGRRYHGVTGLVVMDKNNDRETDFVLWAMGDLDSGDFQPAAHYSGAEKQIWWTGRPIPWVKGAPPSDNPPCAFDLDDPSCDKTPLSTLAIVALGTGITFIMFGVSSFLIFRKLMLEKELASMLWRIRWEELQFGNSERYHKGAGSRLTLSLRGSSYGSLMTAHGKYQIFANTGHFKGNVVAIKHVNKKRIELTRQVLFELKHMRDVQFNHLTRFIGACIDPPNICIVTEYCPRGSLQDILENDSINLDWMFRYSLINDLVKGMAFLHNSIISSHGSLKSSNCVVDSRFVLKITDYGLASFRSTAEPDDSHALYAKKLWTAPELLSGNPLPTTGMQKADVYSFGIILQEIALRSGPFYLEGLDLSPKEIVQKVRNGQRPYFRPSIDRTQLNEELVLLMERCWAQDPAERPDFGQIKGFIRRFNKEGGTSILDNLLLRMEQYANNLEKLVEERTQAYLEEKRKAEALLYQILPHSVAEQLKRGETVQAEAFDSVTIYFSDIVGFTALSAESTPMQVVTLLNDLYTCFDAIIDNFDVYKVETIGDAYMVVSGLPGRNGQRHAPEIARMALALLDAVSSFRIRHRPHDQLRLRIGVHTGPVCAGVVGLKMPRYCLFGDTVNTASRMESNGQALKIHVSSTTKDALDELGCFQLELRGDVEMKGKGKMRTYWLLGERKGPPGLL
FXN GAA850 act = frataxin GAA850 promoter activation | HEK293 lucGAA850 FXN promoter luciferase reporter, 24 h; percent of 10 µM SAHA response | activation, % at 6 µM | 360,000 compounds, 0.56% hits;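 active means activation above the average of all compounds screened plus 3 SD, cutoff fixed separately per campaign, cut at about 7.5% in these data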;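 further: 0% = DMSO wells and 100% = 10 µM SAHA wells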
hgDAF12 agonist = hgDAF-12 agonism, primary luciferase screen; 370,000 compounds, 1.8% hits; HEK293 GAL4-hgDAF12 UAS-luciferase reporter, agonist luminescence; normalized to butyrate control; activation, % at 6.8 µM;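 active means activation above a cutoff set at the mean of all screened compounds plus 3 SD, cut at about 10% in these data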;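 further: 0% = DMSO wells and 100% = sodium butyrate wells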
NPR1 activator = GC-A (human) enzyme activation. P16066. HEK293 GC-A cells, cGMP TR-FRET, EC30 ANP; 0% at EC30 ANP, 100% saturating ANP. activation, % at 10 µM. 370,000 compounds, 0.14% hits; in the data active means activation above about 40%
ssDAF-12 act = S. stercoralis DAF-12 activation, primary screen; HEK293 ssDAF-12/GRIP1 lit1-tk-luc reporter, luminescence; % of 3 µM dafachronic acid response; activation, % at 6.8 µM; 370,000 compounds, 1% hits; AID 652126;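 active means activation above the mean over all tested compounds plus 3 SD, cut at about 0.9% in these data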;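 further: 0% = DMSO-only wells and 100% = 3 µM delta7-dafachronic acid wells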
DAX1 inh-2 = NR0B1 (DAX1) inhibition. P51843. HEK293 Gal4-DAX1 luciferase reporter, luminescence. inhibition, % at 6.75 µM. 340,000 compounds, 0.99% hits. AID 504766;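 active means inhibition above the mean over all tested compounds plus 3 SD, cut at about 4.2% in these data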;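 further: 0% = DAX1-transfected cells with DMSO and 100% = empty-vector control cells with DMSO; inhibition shows as a rise in luminescence from relieved DAX1 repression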
Starred values were filed as active, the others as inactive; x = no result given.

SMILES | KLK7 zymogen act | sPLA2-III inh | DAX1 inh-1 | SMARCA2 act | hcDAF12 agonist | NPR2 activator | FXN GAA850 act | hgDAF12 agonist | NPR1 activator | ssDAF-12 act | DAX1 inh-2
COC(=O)C1=C(C)N(C)C(=NCc2cccc(C(F)(F)F)c2)NC1c1ccc(Cl)cc1 (stereo not given) | -0.1 | -10 | -0.8 | -4 | 0.4 | -12 | x | 2.5 | -12 | -1.0 | x
CCc1nc2ccc(C(=O)N3CCCC(C(N)=O)C3)cn2c1N(CCC(C)C)CCN(C)C (stereo not given) | 0.0 | -2 | 1.4 | -7 | -1.4 | -1 | 1.7 | -1.0 | -2 | -1.1 | x
COc1cc2c(cc1OC)C(c1cc3cc(C)ccc3[nH]c1=O)N(C(=O)c1ccco1)CC2 (stereo not given) | -0.4 | -2 | 0.0 | -2 | -1.5 | -6 | 2.9 | -0.7 | -12 | -0.8 | 2.0
COc1ccc(CCNC(=O)C2CCCN2C(=O)Nc2ccc(C)cc2)cc1OC (stereo not given) | 0.2 | 9 | 0.1 | -1 | -2.6 | 6 | 1.0 | -3.7 | 1 | -0.9 | -0.1
COC(=O)c1cc(NC(=O)C2CC=CCC2C(=O)O)cc(C(=O)OC)c1 (stereo not given) | -0.5 | 5 | 0.2 | -1 | -1.1 | -5 | 1.6 | -0.7 | 0 | -1.3 | -0.3
CCOC(=O)c1nc(N2CCN(C(=O)OCC)CC2)c2c3c(sc2n1)CCCC3 | 3.7 | -6 | -2.0 | 1 | -3.7 | -5 | -3.0 | -4.2 | -6 | -2.1 | -1.2
CC1=CC(C)(C)N(C(=O)CNC2CCCCC2)c2cc(C)ccc21 | 0.3 | -3 | -1.1 | -4 | -0.3 | -5 | -1.4 | -0.4 | -15 | -1.0 | 0.4
Cc1ccc(-n2c(-c3ccco3)n[nH]c2=S)cc1 | -0.1 | 10 | 0.0 | 2 | -1.4 | -1 | -1.9 | 2.6 | -2 | -1.3 | 1.0
O=C(NC(=S)NCCCN1CCOCC1)c1ccc([N+](=O)[O-])cc1 | -0.2 | -1 | -0.4 | -2 | -0.9 | 3 | 1.3 | 5.6 | 2 | -0.2 | -1.0
Nc1c(Cl)ncnc1NCc1cccnc1 | -0.1 | 17 | -0.6 | -2 | 1.6 | 1 | -0.7 | 0.9 | 5 | -0.9 | -1.3
CCN(CC)S(=O)(=O)c1ccc(NC(=O)COC(=O)CN2C(=O)c3ccccc3C2=O)cc1 | -0.3 | -4 | 0.0 | -3 | -1.6 | 3 | -1.8 | 2.9 | 6 | -1.1 | 1.9
CCOC(=O)Cn1c2c(c(=N)c3ccccc31)CCC2 | 0.3 | 5 | -0.8 | -1 | 0.0 | -8 | 0.1 | -0.8 | 6 | -0.7 | 0.8
Cc1cc(C2C(C#N)=C(N)Oc3n[nH]c(C)c32)c(C)s1 (stereo not given) | 0.1 | -3 | -0.2 | -2 | 0.3 | 1 | -0.8 | -0.9 | -1 | -0.9 | -0.3
Cc1cc(C)cc(C(=O)NCC(=O)OCC(=O)c2cc(C)n(CC(F)(F)F)c2C)c1 | -0.1 | 6 | 0.1 | 1 | -0.6 | 0 | -0.4 | -0.6 | -5 | -1.3 | 0.8
COc1ccccc1N(C)S(=O)(=O)c1ccc(C)c(C(=O)Nc2nccs2)c1 | 0.4 | -3 | -2.5 | -2 | 0.6 | 2 | 1.7 | -0.2 | -6 | -0.5 | 0.7
CCOC(=O)C1=CCC2C(=O)N(C3CCCCC3)C(=O)C12 (stereo not given) | -0.3 | 1 | -0.5 | -4 | 1.4 | 6 | x | -0.2 | 2 | 0.2 | x
CC1CCN(S(=O)(=O)c2ccc3c(c2)C(Cl)(Cl)C(=O)N3)CC1 | -0.1 | 8 | -0.2 | -5 | 0.4 | -7 | 0.3 | -0.4 | -8 | -0.8 | 1.5
CCC(=O)Nc1ccc(Oc2ccc3c(c2)C(=O)NC3=O)cc1 | -0.1 | -1 | 0.0 | 1 | -0.7 | -10 | -0.3 | 0.8 | -4 | -1.3 | 1.7
OC[C@H]1O[C@@H](n2cnc3c(NC4CCCC4)nc(Cl)nc32)[C@H](O)[C@@H]1O | -0.1 | -2 | 1.4 | -6 | -3.8 | -4 | 8.5* | -4.5 | 0 | -1.9 | -0.1
Cc1cc(C)c(C(=O)COC(=O)Cn2c(C)csc2=O)cc1C | -0.4 | 1 | -0.6 | 0 | 3.0 | 0 | 4.5 | 1.2 | -1 | -0.5 | 0.9
CN(C)c1nc(Nc2ccc(Cl)cc2)nc(OCC#N)n1 | 0.8 | -22 | -2.4 | -4 | 0.7 | -1 | 1.5 | -3.5 | -10 | -1.1 | -1.4
CC(C)(C)OC(=O)N1CCN(C(=O)c2[nH]cnc2C(=O)Nc2ccc(Cl)cc2)CC1 | -0.2 | 2 | 0.1 | 0 | -1.4 | -9 | -1.4 | 3.0 | -4 | -1.1 | -0.1
COc1ccc2c(c1)Cc1cc(NC(=O)c3ccccc3-c3ccccc3C(=O)O)ccc1-2 | -0.1 | -18 | 0.0 | -4 | -0.4 | 1 | 1.7 | 1.9 | -3 | -0.6 | 1.1
Cc1noc(C)c1NC(=O)Nc1ccc2c(c1)C(=O)N([C@H](C)CO)C[C@H](C)[C@@H](CN(C)S(=O)(=O)c1ccc(F)cc1)O2 | 0.3 | -3 | -0.1 | 1 | -0.9 | 4 | -2.0 | -0.7 | -1 | -1.2 | 0.7
COc1ccc(-c2cc(C(=O)O)c3ccccc3n2)c(OC)c1 | -0.5 | -2 | 0.6 | 0 | -0.3 | 2 | -3.0 | -0.7 | 3 | -0.7 | -1.0
COc1ccc(-c2ccc(C(=O)Nc3ccc(Cl)cc3)c3occc23)c(C)c1 | -21 | 1 | 2.0 | 4 | -0.4 | -7 | -0.3 | 18* | -5 | -0.8 | x
CCCCNC(=O)N1CCN(S(C)(=O)=O)CC1 | 0.1 | 3 | 1.0 | 3 | 0.2 | 2 | -0.5 | -0.4 | 1 | -0.7 | 0.5
COc1ccc(NC(=O)/C(N=Nc2cccc(S(=O)(=O)Nc3ccc(SC(F)F)cc3)c2)=C(\C)O)cc1 | -0.7 | -2 | 0.1 | -1 | -1.1 | 1 | 2.5 | -0.4 | 3 | -1.0 | 0.3
CC1(C(=O)NS(=O)(=O)Cc2ccccc2)CCN1C(=O)c1ccc(C2CCCCC2)cc1 (stereo not given) | -0.6 | 0 | 0.2 | -2 | -0.1 | 4 | 1.5 | 0.0 | 4 | -0.1 | x
Cc1cc(NC(=O)Nc2ccccc2F)ccc1Br | 0.3 | -3 | 3.5 | 1 | 7.1* | -2 | 5.3 | 21* | -4 | 0.6 | 2.9
O=C(O)C1CCC(N2C(=O)C3CCCCC3C2=O)CC1 (stereo not given) | 0.0 | 2 | 0.0 | 2 | -0.2 | -1 | 0.5 | -2.2 | -2 | -1.0 | 1.9
COc1ccc(NS(=O)(=O)c2cc([N+](=O)[O-])ccc2N/N=C\c2c(C)[nH]c3ccccc23)cc1 | 0.2 | -10 | -0.6 | -3 | 2.5 | -6 | 3.1 | -0.8 | -2 | -0.8 | 0.1
COc1ccc(C2(C)NC(=O)N(CC(=O)NCC(=O)Nc3ccc(F)c(F)c3F)C2=O)cc1OC (stereo not given) | -0.2 | 2 | -1.2 | 1 | 0.4 | 1 | -0.9 | 1.6 | 3 | -0.9 | 1.2
CC1=C(C(=O)N(C(C)C)C(C)C)CC(CC(=O)NCC2CCCCC2)C(=O)N1Cc1ccc(F)cc1 (stereo not given) | -0.6 | 4 | 0.0 | -3 | 0.7 | 6 | x | 1.2 | 1 | -0.7 | x
C=CCn1c(SC2CCOC2=O)nc2sc(C)c(C)c2c1=O (stereo not given) | 0.1 | -5 | -0.4 | 0 | -0.8 | -22 | 0.5 | 0.8 | 0 | -0.8 | 0.0
Nc1nc2n(n1)C(c1cccc(Cl)c1)CC(c1ccc(F)cc1)N2 (stereo not given) | 0.5 | 2 | 0.0 | 0 | -1.1 | -7 | 0.8 | -1.0 | -2 | -1.0 | 2.1
O=C(NCCc1c[nH]c2ccccc12)C(=O)Nc1cc2c3c(c1)CC(=O)N3CCC2 | -0.2 | -25 | -0.3 | 2 | -1.5 | 0 | -2.0 | 0.6 | 0 | -0.8 | 1.6
CS(=O)(=O)c1ccc(C(=O)N2CCc3ccccc3C2)cc1 | -0.5 | 3 | 0.7 | -4 | 1.6 | 3 | 2.3 | -2.4 | -2 | -1.2 | 0.3
COc1ccc(NC(=O)Cc2ccsc2)c(OC)c1 | -0.8 | 0 | 0.1 | 1 | 0.1 | 0 | 0.5 | 3.0 | -4 | 0.3 | -0.8
O=C(COC(=O)CN1C(=O)c2ccccc2C1=O)Nc1ccc(S(=O)(=O)N2CCCC2)cc1 | 0.0 | -2 | -0.5 | 9.4* | 2.0 | 2 | -0.4 | 0.9 | -2 | -0.8 | 0.0
CCc1cc(C(=O)OC)c(NC(=O)CC2SC(N)=NC2=O)s1 (stereo not given) | 0.1 | 1 | -0.2 | 2 | -1.2 | 4 | 2.4 | -1.4 | 1 | -1.2 | 0.5
COc1ccc(CCN2CC(C(=O)NC3CCOCC3)CCC2=O)cc1 (stereo not given) | -0.1 | 8 | -0.3 | -4 | 0.7 | -1 | -0.5 | 0.0 | 0 | -1.1 | 1.6
COc1ccc2ccccc2c1C1CC(=O)N2CN(C)CSC2=C1C#N (stereo not given) | 0.3 | -26 | -0.5 | 0 | 1.2 | 7 | 2.4 | 4.5 | -4 | -0.5 | 0.0
COc1ccc(CN2C(=O)C(CC(=O)NCCCN(C)C)CC(C(=O)N3CCOCC3)=C2C)cc1 (stereo not given) | -0.2 | 7 | 0.2 | -2 | -1.7 | 2 | x | -2.6 | 1 | -0.2 | x

Screening data as filed in PubChem BioAssay.
